K1F lysis inhibition: protection from phage-mediated lysis, alamar blue read-out – E. coli UTI89, K1F phage, bacterial capsule biogenesis inhibitors (AID 488966); E. coli UTI89 K1F phage lysis, alamar blue, 2 h; higher % means a stronger effect; actives 0.02% (n = 340,000); one-dose inhibition, % at 100 µM; IC50 in µM for titrated hits;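 active = phage lysis inhibition, versus mean bacterial control, above a set limit; inconclusive = no clear call, values can overlap the other calls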;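 also: capsule biogenesis inhibitors block K1F phage lysis so surviving cells raise fluorescence; higher fluorescence means more inhibition of phage lysis; actives were called in the ten point dose series up to 300 µM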
P. falciparum M17LAP: P. falciparum M17LAP inhibitors, primary screen, biochemical, fluorogenic H-Leu-NHMec substrate, 1536-well (AID 1619); recombinant M17LAP, H-Leu-NHMec fluorogenic kinetic assay; higher % means a stronger effect; one-dose inhibition, % at 30 µM; IC50 in µM for titrated hits; actives 0.38% (n = 220,000);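 active = compound inhibiting the enzyme by more than half at any dose during confirmatory dose-response retesting; inconclusive = strong single-dose inhibitors picked by rank but not retested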;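 also: plate controls were full reaction with DMSO carrier for no effect and no enzyme background for full effect; strong numbers were not always called active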
T cell modulator: T cell immune modulation candidate; calls only at 7 µM; actives 0.068% (n = 330,000); 2C CD8+ T cell-vesicle binding, flow cytometry; stronger effect = lower value; AID 2052;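 active = response, share of CD8 T cells binding vesicles, and their 90th percentile fluorescence all below set limits, cut at about 80% in these data, passing the limit was not always enough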
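Also added: QL9-peptide-loaded Drosophila micro-vesicles bearing Ld, ICAM-1 and B7-1; Test system: purified 2C TCR transgenic mouse naive CD8+ T cells; Measured by: cytometric PE anti-B7-1 and Alexa647 anti-CD8 signals after 1% paraformaldehyde fixation; Timing: binding step 1.5 h, 37 °C, antibody labelling 20 min, ice.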
TNAP activation fold: human TNAP enzyme activators, primary screen, biochemical, luminescent, no phosphate acceptor, uHTS (AID 1001); purified TNAP, luminescent activation assay, no phosphate acceptor; higher activation fold means a stronger effect; activation fold at 20 µM; hits with a dose series show EC50 in µM; actives 0.03% (n = 200,000); in the data active = activation fold from about 3, or a potency from the dose series; inactive = the rest, 99 in 100 with activation fold below about 1.6; also: many of its hits are not listed in these tables
human PMI inhibition: inhibitors of human PMI, primary screen, biochemical, fluorescence intensity, coupled assay (AID 1209); purified PMI enzyme, coupled fluorescence intensity; higher % means a stronger effect; inhibition, % at 20 µM; hits with a dose series show IC50 in µM; actives 0.42% (n = 190,000);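 also: plate controls were DMSO vehicle for no effect and wells lacking substrate for full effect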
RSV CPE inhibition: RSV antiviral activity via CPE protection, HEp-2 cells, primary 10 µM value included (AID 2391). HEp-2 cells, RSV-induced CPE inhibition; higher % means a stronger effect. CPE inhibition, % at 10 µM; hits with a dose series show IC50 in µM. actives 0.13% (n = 310,000); in the data active = a potency from the dose series; inconclusive = CPE inhibition mostly from about 23% at the one dose, without a potency; inactive = the rest, 99 in 100 with CPE inhibition below about 21%; also: strong numbers were not always called active
PMI inhibition: MPI inhibition at elevated mannose 6-phosphate – biochemical, fluorescence intensity, high mannose 6-phosphate, primary screen (AID 1220). inhibition, % at 20 µM, or IC50 in µM where a hit was titrated. recombinant PMI enzyme, coupled fluorescence intensity; higher % means a stronger effect. actives 0.66% (n = 190,000)
West Nile antiviral: West Nile virus antiviral activity, cell-based, CPE readout (AID 1621); West Nile virus-infected cells, CPE inhibition; higher % means a stronger effect; CPE inhibition, % at 10 µM; hits with a dose series show IC50 in µM; actives 0.02% (n = 290,000); in the data active = a potency from the dose series; inconclusive = CPE inhibition mostly from about 3.7% at the one dose, without a potency; inactive = the rest, 99 in 100 with CPE inhibition below about 2.2%; also: strong numbers were not always called active
P. falciparum M1AAP: malaria alanyl aminopeptidase activity blockers – biochemical, fluorogenic H-Leu-NHMec substrate, 1536-well (AID 1445); recombinant M1AAP, H-Leu-NHMec fluorogenic kinetic assay; higher % means a stronger effect; inhibition, % at 30 µM, or IC50 in µM where a hit was titrated; actives 0.42% (n = 220,000);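 active = primary inhibition above the hit cutoff, then over 50% inhibition at one or more dose response concentrations, cut at about 23% in these data, passing the limit was not always enough; inconclusive = conflicting primary data, or primary hits not chosen for dose response; inactive = low primary inhibition, or under 50% at every dose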;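 also: plate controls were DMSO full reaction for no effect and no enzyme background for full effect; strong numbers were not always called active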
T cell modulator vesicle-bound %: also measured in T cell modulator; calls as there; double positive events, %; measured here: CD8+ vesicle-bound cell fraction;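 binding gate set so that unloaded-vesicle control wells show 10% double positive cells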
* = called active by the depositor; i = inactive; ? = inconclusive; / = no result given; [ ] = dose if it differs, or a comment. Rule as the data show it, unless noted: active = inhibition above about 50%; inactive = the rest.

compound,TNAP activation fold,human PMI inhibition,West Nile antiviral,PMI inhibition,T cell modulator vesicle-bound %,RSV CPE inhibition,K1F lysis inhibition,P. falciparum M17LAP,P. falciparum M1AAP,T cell modulator
COc1cc(C2Nc3ccc4ccccc4c3C3=C2C(=O)CC(C)(C)C3)ccc1OC(C)C(=O)O (stereo not drawn),/,/,-0.1%,/,30.8,0.9%,0.1%,/,/,i
Cc1cc(C)c2nc(/N=C(\N)NC(=O)c3ccccc3)nc(C)c2c1,/,/,0.3%,/,16.3,8.8%,0.9%,-8.7%,3.3%,i
O=C(CSc1nnc(Cc2cc(=O)[nH]c(=O)[nH]2)n1-c1ccccc1)N1CCCc2ccccc21,0.9,-10.3%,0.0%,-2.1%,20.9,0.2%,1.3%,-4.4%,1.4%,i
CCCCS(=O)(=O)NC1=NCN(CCO)CN1,1,12.8%,-0.2%,13.2%,23.2,2.7%,-0.2%,5.7%,8.5%,i
Cc1cccc(NC(=S)N=Nc2c(O)n(C)c3ccc(S(=O)(=O)N4CCOCC4)cc23)c1,0.8,12.5%,0.2%,19.9%,31.8,1.0%,3.1%,2.5%,-0.5%,i
O=C(Nc1ccncc1)c1ccc(F)cc1,1.1,3.6%,0.0%,-1.7%,24.3,0.1%,0.5%,6.2%,6.2%,i
COc1nc(N/N=C/c2ccccc2F)nc(N2CCCCC2)n1,1.1,13.8%,-0.1%,10.7%,42.3,1.6%,6.3%,1.7%,12.7%,i
O=C(Nc1c(Cl)cccc1Cl)c1ccc(-c2ccccc2)cc1,1.1,3.9%,0.1%,5.6%,54.8,-1.1%,0.3%,-0.1%,1.7%,i
Cc1sc(NC(=O)CN(Cc2ccc(F)cc2)C(=O)C(C)C)c(C(N)=O)c1C,1.1,1.0%,-0.7%,-5.8%,39.6,0.5%,3.1%,-5.2%,-1.6%,i
COC(=O)c1ccc(CSc2nnc3c(n2)[nH]c2ccccc23)cc1,/,/,0.7%,/,48.3,0.3%,0.5%[50 µM],-25.9%,0.9%,i

(next part)
compound,TNAP activation fold,human PMI inhibition,West Nile antiviral,PMI inhibition,T cell modulator vesicle-bound %,RSV CPE inhibition,K1F lysis inhibition,P. falciparum M17LAP,P. falciparum M1AAP,T cell modulator
CCOC(=O)C(C)Oc1cccc2c(=O)n(CC(=O)N3CCCc4ccccc43)ccc12 (stereo not drawn),1.1,15.7%,0.1%,12.8%,27.1,4.0%,1.1%,-3.3%,-2.0%,i
CC(C)(C)n1nnnc1C(c1cccs1)N1CCN(C(=O)c2ccco2)CC1 (stereo not drawn),1.1,0.3%,-0.3%,-1.2%,17.6,-0.4%,5.2%,-0.7%,3.6%,i
OC(C#CCN1CCCCCC1)(c1ccccc1)c1cccnc1 (stereo not drawn),/,/,-0.6%,/,12.6,1.2%,0.8%,1.8%,2.0%,i
[O-]c1n[n+](-c2ccc(Cl)cc2Cl)cc2ccccc12,1.1,-8.8%,-0.1%,-2.5%,55.9,-0.2%,-0.6%,2.6%,13.7%,i
COc1ccc(C(C(=O)NC2CCCC2)N(CCN(C)C)C(=O)c2snc(C(N)=O)c2N)cc1 (stereo not drawn),1.1,3.7%,-0.3%,9.0%,55.6,0.5%,0.0%,-7.2%,4.1%,i
CCOc1cc(Br)cc(C(c2c(C(=O)O)[nH]c3ccccc23)c2c(C(=O)O)[nH]c3ccccc23)c1O,/,/,0.3%,/,57.3,7.9%,-3.0%,/,/,i
N=c1sccn1CC(=O)Nc1ccccc1Sc1ccccc1,1,-1.3%,-0.9%,-0.7%,37.3,-0.2%,0.7%,-0.3%,0.7%,i
COc1cc(CN2CCC(C(=O)NC3CCCC3)CC2)cc(Br)c1O,1.1,18.8%,0.0%,14.6%,30.2,-0.8%,-0.2%,12.7%,9.2%,i
O=C(CN1C(=O)c2cccc3cccc1c23)N1CCN(c2ccccc2)CC1,0.9,13.1%,-0.9%,9.8%,52.0,1.8%,3.4%,-2.1%,-3.6%,i
Cc1cccc(Cn2c(SCCN3CCOCC3)nc3c2c(=O)n(C)c(=O)n3C)c1,1.1,6.7%,-0.5%,9.9%,35.8,3.3%,-1.9%,-1.4%,2.2%,i

New compounds follow:
compound,TNAP activation fold,human PMI inhibition,West Nile antiviral,PMI inhibition,T cell modulator vesicle-bound %,RSV CPE inhibition,K1F lysis inhibition,P. falciparum M17LAP,P. falciparum M1AAP,T cell modulator
CC(C)(C)c1ccc(-n2ncc3c2CCCC3NC(=O)CN2CCCCC2=O)cc1 (stereo not drawn),/,/,-0.5%,/,8.2,4.3%,0.1%,/,/,i
CN(C)c1ccc(C=C2C(=O)OC3(CCCC3)OC2=O)cc1,1,8.9%,0.9%,7.6%,55.4,0.3%,13.4%,/,/,i
O=C(Oc1ccc2ccccc2c1Cl)N1CCCCCC1,1,10.1%,2.1%,7.3%,40.3,42.5%,3.1%[50 µM],1.1%,13.3%,i
Cc1ccc(CCC(=O)Nc2ncc(Cc3cc(Cl)ccc3Cl)s2)o1,1.1,1.2%,0.0%,0.9%,40.8,1.9%,6.0%,-8.9%,-0.8%,i
O=C(CSC1=NNC(c2ccccn2)S1)Nc1ccccc1 (stereo not drawn),/,/,0.9%,/,17.3,6.8%,1.6%,-15.3%,-8.9%,i
Cc1cccc(C)c1NC(=S)NC(C)(C)CO,/,/,0.0%,/,23.5,/,0.7%,-3.6%,-5.6%,i
O=C(CCSCc1ccc(Cl)cc1)NCc1cccnc1,1.1,-7.5%,-0.4%,-20.0%,64.9,-1.2%,0.2%,-5.7%,3.9%,i
CCOC(=O)c1cc2sc(C)cc2n1C(C)C(=O)OCC (stereo not drawn),1.1,8.0%,-0.5%,8.3%,23.0,0.4%,0.2%,7.9%,-4.4%,i
Cc1nnc(NC(=O)CSc2nc3ccccc3[nH]2)s1,1.5,8.3%,-0.1%,7.3%,24.4,-1.0%,-0.3%,4.4%,1.4%,i
Cc1ccc(C(=O)N[C@H](C(=O)OCc2nnc(-c3ccccc3)o2)C(C)C)cc1,/,/,0.1%,/,54.2,0.1%,0.0%,-6.8%,-2.5%,i

New compounds follow.
compound,TNAP activation fold,human PMI inhibition,West Nile antiviral,PMI inhibition,T cell modulator vesicle-bound %,RSV CPE inhibition,K1F lysis inhibition,P. falciparum M17LAP,P. falciparum M1AAP,T cell modulator
CCOc1ccccc1NC(=O)CSc1nnc2ccc(-c3ccncc3)nn12,1.1,-5.9%,0.0%,-4.1%,56.6,1.2%,0.2%,18.1%,2.3%,i
CCOc1ccc(N/N=C(/C#N)C(N)=O)cc1,1,11.9%,-0.2%,-2.4%,27.8,1.3%,2.4%,8.8%,7.5%,i
CC1=C(C)/C(=N\OS(=O)(=O)c2ccc(C)cc2)C=CC1=O,1,75.6%*,-0.4%,5.11µM*,36.1,-1.5%,-15.8%,-0.7%,-1.6%,i
CCC(C)(C)NC(=O)C(c1cccc(OC)c1OC)N(CC(C)C)C(=O)CCC(=O)Nc1cc(C)on1 (stereo not drawn),1.1,-11.8%,-1.4%,-9.0%,46.6,-0.3%,0.1%,1.5%,0.8%,i
COc1ccc(OC)c([C@@H]2OCCC=C[C@H]2C)c1,1.1,-2.1%,0.4%,-1.2%,48.1,2.1%,0.3%,2.6%,-0.6%,i
COc1cccc(/C=C2/Sc3ccc(C(=O)NCCN4CCCCCC4)cc3NC2=O)c1,/,/,-1.6%,/,9.4,-2.0%,-0.2%,/,/,i
CC(=O)Nc1cccc(C(=O)NCC2(N3CCCCC3)CCCCC2)c1,1.1,13.5%,-0.3%,13.5%,34.3,-1.2%,0.4%,10.3%,2.5%,i
CC1(c2nnc(-c3ccc(Cl)cc3)o2)CC(c2ccncc2)=NO1 (stereo not drawn),/,/,-0.8%,/,6.6,-1.3%,0.9%,7.7%,4.5%,i
COc1ccc(NC(=O)c2ccccc2NC(=O)CSc2ccccc2)cc1,1,2.5%,-0.6%,2.1%,53.3,0.1%,3.0%,9.8%,19.3%,i
S=c1[nH]nc(-c2ccccc2Cl)n1Cc1ccccc1,1.1,4.8%,0.2%,0.6%,37.2,2.2%,0.4%,9.4%,2.7%,i

Remaining list, next part:
compound,TNAP activation fold,human PMI inhibition,West Nile antiviral,PMI inhibition,T cell modulator vesicle-bound %,RSV CPE inhibition,K1F lysis inhibition,P. falciparum M17LAP,P. falciparum M1AAP,T cell modulator
COc1cccc(/C=C2\CCC(C3CCCC3)C2=O)c1OC (stereo not drawn),/,/,-0.9%,/,46.7,0.2%,-0.1%,/,/,i
O=C(COC(=O)C1CCN(C(=O)c2ccc(Cl)cc2)CC1)NC1CCS(=O)(=O)C1 (stereo not drawn),1.1,-9.6%,0.1%,-12.0%,33.5,-0.4%,-0.5%,-3.3%,1.2%,i
O=C(CCCN1C(=O)/C(=C/c2ccccc2Cl)SC1=S)NNC(=O)c1ccc(Cl)cc1Cl,/,/,0.1%,/,55.9,3.7%,0.1%,4.8%,6.5%,i
CN1CCN(C(=O)c2ccccc2-c2nc(-c3ccccc3)no2)CC1,0.9,-6.1%,-0.3%,-0.9%,40.0,0.3%,0.6%,-6.4%,0.1%,i
CCOc1ccc(C(=O)O)cc1OC,1.1,-0.5%,0.5%,-2.5%,43.0,2.7%,1.9%,-11.4%,4.2%,i
CC1CCC2C(=O)N(c3ccc(C(=O)Oc4cccc5cccnc45)cc3)C(=O)C2C1 (stereo not drawn),1,28.0%,-0.6%,48.7%,35.3,2.5%,5.2%,-3.3%,3.4%,i
Cc1cccc(C(=O)NCCC(=O)Nc2ccc(C)c(F)c2)c1,/,/,-0.5%,/,22.0,1.5%,0.2%,/,/,i
CC1(OC(=O)CCc2ccccc2)C(=O)C=C2C=C(c3ccc(C#N)cc3)N(Cc3ccccc3)C=C2C1=O (stereo not drawn),/,/,0.2%,/,29.0,-0.8%,1.6%,2.8%,-1.3%,i
CN1CCN(C2=Cc3cc(Cl)ccc3Sc3cc(F)ccc32)CC1,1,-12.5%,-0.6%,-7.0%,8.3,-2.5%,-2.6%,-13.2%,2.1%,i
COc1cc2c(cc1OC)C1=C(C#N)CC/C(=N\S(=O)(=O)c3cccc(Cl)c3)N1CC2,1,10.9%,0.4%,11.0%,28.6,?,2.8%,3.0%,2.8%,i

Assay outcomes (PubChem)
